# Screening results deposited in PubChem BioAssay by several laboratories.
# Large T inhibition: TAg ATPase/helicase activity blockers – biochemical (AID 1903); SV40 large T antigen ATPase/helicase inhibition assay; higher % means a stronger effect; inhibition, % at 20 µM; hits with a dose series show IC50 in µM; 0.39% of 310,000 active; in the data active means a potency from the dose series; further: strong numbers were not always called active
# HEK293 NOD2/NF-kB: NOD2 signaling inhibitors, cell-based, luminescence, uHTS, HEK293 (AID 1566); HEK293 NOD2/NF-kB luciferase reporter, luminescence; higher % means a stronger effect; 0.63% of 290,000 active; inhibition, % at 4 µM, or EC50 in µM where a hit was titrated; further: many of its hits are not listed in these tables
# KOR beta-arrestin-1: KOR antagonists, beta-arrestin recruitment, cell-based, luminescence, uHTS (AID 1778); KOR beta-arrestin recruitment, luminescence, antagonist mode; higher % means a stronger effect; inhibition, % at 10 µM, or IC50 in µM where a hit was titrated; 0.091% of 290,000 active; further: strong numbers were not always called active
# MgcRacGAP inhibition: MgcRacGAP GTPase-activating activity inhibitors, confirmation, biochemical, ADP Hunter fluorescence; 0.6% of 340,000 active; inhibition, % at 30 µM, or IC50 in µM where a hit was titrated; MgcRacGAP-stimulated Rac1 GTP hydrolysis, ADP Hunter fluorescence; higher % means a stronger effect; GST-tagged Rac1 F28L mutant substrate;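 active means first-screen hits whose inhibition reached a set limit at any dose in the follow-up dose series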;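 further: fluorescence reports GDP produced by GAP-driven GTP hydrolysis; strong numbers were not always called active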
# KOR beta-arrestin-2: KOR agonists, beta-arrestin recruitment, primary screen, cell-based, luminescence, uHTS (AID 1777); KOR beta-arrestin recruitment, luminescence; higher % means a stronger effect; activation, % at 10 µM, or EC50 in µM where a hit was titrated; 0.02% of 280,000 active; in the data active means activation above about 50%, passing the limit was not always enough; further: a part of the inactive calls stands beside numbers as strong as those of hits
# HIV peptide binding: inhibitors of HIV fusion peptide binding, primary screen, biochemical, uHTS, fluorescence dequenching (AID 1986). cell-free peptide binding, fluorescence dequenching, 30 min; higher % means a stronger effect. inhibition, % at 20 µM, or IC50 in µM where a hit was titrated. 0.3% of 290,000 active; in the data active means inhibition mostly above about 52%, no sharp cut-off; inactive means mostly below about 76%; further: some results filed as inactive read as strong as hits
# NOD1 inhibition: NOD1 signaling inhibitors, primary screen, cell-based, luminescence, uHTS (AID 1578); NOD1-driven NF-kB luciferase reporter cells, luminescence; higher % means a stronger effect; inhibition, % at 4 µM, or EC50 in µM where a hit was titrated; 1% of 290,000 active; in the data active means inhibition mostly above about 36%, no sharp cut-off; inactive means mostly below about 34%;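 further: HEK-293T reporter cells stimulated with the NOD1 agonist gamma-tri-DAP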
# GPR55 activation: selective activators of receptor GPR55 – imaging, U2OS cells, beta-arrestin-GFP redistribution, primary screen (AID 1961); activation, % at 10 µM; hits with a dose series show EC50 in µM; U2OS GPR55 beta-arrestin-GFP redistribution imaging; higher % means a stronger effect; 0.048% of 290,000 active;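 active means activation above 40% with more than 50 cells counted in the well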;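 further: U2OS osteosarcoma cells stably expressing GPR55 and beta-arrestin-GFP; plate controls were DMSO negative control for no effect and LPI positive control for full effect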
# GPR55 antagonists: GPR55 antagonists blocking LPI-driven arrestin recruitment, primary screen, imaging, U2OS, beta-arrestin-GFP, LPI agonist (AID 2013) | U2OS GPR55 beta-arrestin-GFP translocation imaging, LPI antagonism; higher % means a stronger effect | inhibition, % at 10 µM, or IC50 in µM where a hit was titrated | 0.13% of 290,000 active;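 active means spots per cell inhibited over 60%, with over 100 cells counted and total cytoplasm intensity under 500,000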;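 further: U2OS cells stably carrying GPR55 and arrestin-GFP stimulated by 5 µM LPI near EC80; imaged beta-arrestin-GFP aggregate spots per cell after agonist stimulation; plate controls were LPI-stimulated DMSO wells for no effect and DMSO wells without LPI for full effect; some results filed as inactive read as strong as hits; confirmed hits need IC50 under 10 µM and bright autofluorescent wells are also inconclusive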
# The depositor's hits bear a star; . = no result given; [ ] = another dose, or the depositor's remark. Unless noted, no stated cut-off is given here; in the data, active means inhibition above about 50%; inactive means the rest. An excerpt, so the mix of outcomes need not match the whole.
# Sample of the layout, three compounds:
SMILES,Large T inhibition,HEK293 NOD2/NF-kB,KOR beta-arrestin-1,MgcRacGAP inhibition,KOR beta-arrestin-2,HIV peptide binding,NOD1 inhibition,GPR55 activation,GPR55 antagonists
Cc1ccc(C(=O)NC(=S)NCC(=O)c2ccccc2)cc1,1%,-16%,-42%,2%,1.3%,-4.0%,.,-0.2%,-5%
CCc1nnc(NC(=O)C2CCCN2C(=O)Nc2ccc(Cl)cc2)s1 (configuration not stated),5%,4%,-16%,5%,-1.2%,0.3%,14%,-0.1%,-3%
CCN(CC)/C(Sc1ccccc1)=C(/C(Cl)=C(Cl)Cl)[N+](=O)[O-],3%,3%,11%,-5%,-1.4%,-0.9%,-41%,0.2%,40%

# Main list, from the first entry:
SMILES,Large T inhibition,HEK293 NOD2/NF-kB,KOR beta-arrestin-1,MgcRacGAP inhibition,KOR beta-arrestin-2,HIV peptide binding,NOD1 inhibition,GPR55 activation,GPR55 antagonists
Cc1ccc(C(=O)NC(=S)NCC(=O)c2ccccc2)cc1,1%,-16%,-42%,2%,1.3%,-4.0%,.,-0.2%,-5%
CCc1nnc(NC(=O)C2CCCN2C(=O)Nc2ccc(Cl)cc2)s1 (configuration not stated),5%,4%,-16%,5%,-1.2%,0.3%,14%,-0.1%,-3%
CCN(CC)/C(Sc1ccccc1)=C(/C(Cl)=C(Cl)Cl)[N+](=O)[O-],3%,3%,11%,-5%,-1.4%,-0.9%,-41%,0.2%,40%
Cc1cccn2c(=O)c(C=O)c(N3CCSCC3)nc12,18%,17%,13%,6%,1.7%,0.6%,-4%,-0.1%,-1%
O=C(NC1CCCC1)C1CCN(C(=O)c2ccc(Cl)cc2Cl)CC1,2%,-14%,-17%,6%,1.4%,0.2%,-34%,-0.4%,7%
CC(=O)Nc1ccc(NC(=O)C2c3ccccc3Oc3ccccc32)cc1,29%,1%,-29%,5%,1.8%,-1.6%,-10%,-0.8%,7%
CC(=O)c1ccc(S(=O)(=O)Nc2cccc(-c3ccc4nncn4n3)c2)cc1,-6%,-15%,-14%,4%,-3.9%,1.0%,-48%,-0.1%,5%
CN1CCCN(C(=O)c2cccc(Br)c2)CC1,5%,-7%,-24%,-3%,2.5%,-0.2%,-28%,-0.1%,53%
COc1ccc(NS(=O)(=O)c2ccc(N3CCOCC3)c(NC(=O)c3ccc(F)cc3)c2)cc1,7%,16%,-34%,11%,2.9%,2.2%,-7%,0.5%,13%
CCOc1cc(S(=O)(=O)NCc2cccs2)ccc1Cl,10%,3%,15%,8%,-2.3%,-1.2%,0%,0.2%,-4%
CCc1nnc(NC(=O)c2cc(Cl)ccn2)s1,13%,-5%,11%,6%,1.0%,-1.8%,-11%,-0.1%,-4%
O=C(Nc1cnn(Cc2ccc(F)cc2)c1)c1cnccn1,-6%,-28%,19%,11%,-0.6%,-1.5%,-34%,-0.1%,-13%
CCCCNCCCOc1cc(Cl)ccc1Cl,4%,-9%,-17%,12%,-1.3%,-1.0%,12%,0.3%,-1%
Cc1ccc(Oc2ncc(CN3CCOCC3)s2)cc1,4%,3%,5%,9%,-4.3%,0.0%,13%,0.0%,-15%
COC(=O)Cn1cc(C(=O)C(C)(C)C)c2ccccc21,.,17%,-10%,2%,-6.4%,-0.6%,-31%,0.3%,-4%
COc1ccc(-c2n[nH]c3c2CN(C(=O)c2ccccc2)CC3)cc1,8%,10%,-12%,-2%,-6.1%,-1.9%,0%,0.9%,-8%
Cc1ccc2c(c1)N(CC(=O)Nc1ncccc1C)C(=O)C(C(C)C)O2 (configuration not stated),8%,-17%,-16%[20 µM],7%,0.2%,1.1%,-25%,-0.3%,6%
COc1cccc(C(=O)N2CCN(c3ncccn3)CC2)c1,-1%,12%,12%,15%,-2.7%,-1.7%,-10%,0.0%,5%
CC(C)(C)c1nnc(NC(=O)c2ccc3c(c2)OCO3)s1,4%,-62%,-26%,18%,-0.9%,0.4%,-48%,-0.2%,-2%
COc1cc(C)ccc1OCc1cc(C(=O)N2CCN(C3CCCCC3)CC2)no1,0%,-69%,-4%,-1%,4.3%,-2.4%,-46%,0.2%,0%
CCCCOc1ccc(/C(O)=C2/C(=O)C(=O)N(CCN(C)C)C2c2ccc(O)c(OC)c2)cc1 (configuration not stated),24%,-9%,-19%,4%,-5.4%,-2.4%,-8%,-0.2%,2%
O=C(CN(Cc1cccs1)S(=O)(=O)c1ccc(S(=O)(=O)N2CCCCC2)cc1)Nc1ccccc1,16%,-12%,17%,11%,9.9%,1.5%,-26%,0.2%,-17%
Cc1c(NS(=O)(=O)c2ccc3c(c2)Cc2ccccc2-3)c(=O)n(-c2ccccc2)n1C,23%,14%,-5%[20 µM],5%,-2.1%,-0.8%,-18%,0.3%,-1%
CCOC(=O)C1(Cc2ccccc2Cl)CCN(C(=O)c2cc(C)on2)CC1,-13%,-30%,-28%,-5%,-0.7%,-0.6%,-33%,-0.3%,-8%
Cc1oc(C(=O)Nc2ccc(C(=O)O)cc2)cc1COc1ccccc1,5%,14%,-10%,9%,.,-0.6%,-15%,0.3%,-1%

# (next part)
SMILES,Large T inhibition,HEK293 NOD2/NF-kB,KOR beta-arrestin-1,MgcRacGAP inhibition,KOR beta-arrestin-2,HIV peptide binding,NOD1 inhibition,GPR55 activation,GPR55 antagonists
COc1ccccc1/C=C1/C(=O)N(c2ccccc2)N=C1C,16%,-7%,10%,119µM*,0.4%,9.9%,-2%,0.0%,-2%
CN(C)/C=N/C1=C(C#N)C(c2cccs2)c2ccc3ccccc3c2O1 (configuration not stated),5%,-114%,-3%,-3%,-1.0%,3.2%,-48%,-0.2%,-14%
Cc1ccc(S(=O)(=O)N2CCCOC2CNC(=O)C(=O)NCc2ccco2)cc1 (configuration not stated),6%,19%,17%,5%,2.7%,-1.7%,4%,0.0%,5%
Cc1ccccc1CCN1CCCC(CN(C)C(=O)c2ccc3ncccc3c2)C1 (configuration not stated),12%,-7%,-7%,5%,-4.2%,1.8%,35%,0.3%,2%
Cc1cc(C)c(C#N)c(OCC(=O)Nc2ccccc2)n1,9%,2%,9%,7%,-0.9%,-2.4%,-18%,-0.1%,0%
CCN1CCN(c2ccc(NC(=O)c3cnccn3)cc2)CC1,8%,-6%,-11%,.,-0.5%,-0.7%,-38%,0.8%,-24%
O=C(NNC(=O)c1cc2ccccc2cc1O)NC1CCCCC1,-3%,-4%,0%,6%,-2.1%,7.7%,-24%,-0.1%,-9%
C[C@@H]1C=C(C(=O)N2CCN(Cc3ccc4c(c3)OCO4)CC2)O[C@H](OCCCCO)C1,8%,4%,15%,7%,2.2%,-1.9%,-11%,-0.2%,-7%
O=C(N/N=C/c1ccc(OCC(=O)N2CCCCC2)cc1)c1ccccc1,8%,-8%,-6%,-1%,-5.9%,-1.2%,-2%,0.3%,18%
COc1ccc(NC(=O)COc2cccc3c2CCN(Cc2cccnc2)C3=O)c(OC)c1,10%,-60%,18%,6%,-3.5%,-0.3%,9%,0.0%,16%
Cc1ccc(NC(=O)CN(C)S(=O)(=O)c2cccc3cccnc23)cc1C,7%,9%,20%[20 µM],6%,-2.7%,1.7%,-24%,0.5%,-7%
CCOC(=O)CSc1c(-c2ccc(Cl)cc2)[nH]c2ccccc12,18%,2%,-24%,0%,8.3%,1.3%,8%,0.3%,1%
O=C(c1cc(-c2ccc(Cl)c(Cl)c2)on1)N1CCOCC1,6%,-77%,-48%,0%,1.0%,-0.4%,-119%,0.9%,-3%
O=C(CN1C(=O)/C(=C/c2ccccc2F)Sc2ccccc21)N1CCN(c2ccccn2)CC1,2%,3%,-16%,-6%,-3.4%,-1.2%,-14%,0.6%,21%
COc1ccc(CCNC(=O)c2nn(C)c3c2CS(=O)(=O)c2ccccc2-3)cc1OC,7%,10%,1%,10%,-2.4%,-0.2%,-11%,0.2%,-2%
Cc1ccn2c(/C=N/OCc3ccc(F)cc3)c(-c3ccc(Cl)cc3)nc2c1,-1%,4%,-20%,3%,0.3%,2.4%,34%,-0.2%,18%
C/C(=N\O)c1ccc2c(c1)CC(C)O2 (configuration not stated),7%,16%,26%,5%,-2.6%,-0.8%,-12%,0.3%,14%
CCOC(=O)C1=C(C)OC(N)=C(C(=O)OCC)C1c1ccncc1 (configuration not stated),6%,2%,3%,5%,-8.6%,-1.1%,-22%,0.3%,3%
COc1ccc(CCNC(=O)c2cc3c(=O)n4ccccc4nc3n(Cc3ccco3)c2=N)cc1OC,20%,20%,7%,14%,0.4%,12%,-24%,0.5%,13%
CCOc1ccccc1OCCCC(=O)Nc1ccc(OC)nc1,-1%,9%,-90%,15%,5.7%,0.7%,-18%,0.8%,4%
O=C(Nc1nc(-c2ccc(Br)cc2)cs1)c1cccnc1,7%,7%,-5%,9%,-1.2%,1.1%,-27%,0.7%,4%
c1cncc(CNc2cccc(-c3nc4ccccc4[nH]3)c2)c1,22%,-41%,.,5%,0.2%,-2.1%,-45%,-0.4%,-2%
CCCCN(CC)CCCNC(=O)c1cc2cc3ccc(C)cc3nc2o1,11%,6%,18%,2%,1.1%,2.2%,-10%,0.0%,13%
Cc1cc(C)c(NC(=O)CS(=O)CC(=O)NCC2CCCO2)c(C)c1 (configuration not stated),2%,-1%,-42%,5%,-8.9%,-1.0%,-7%,0.2%,-7%
Cc1cc(C)cc(N(CC(=O)N2CCCCCC2)S(C)(=O)=O)c1,10%,10%,-14%[20 µM],10%,-2.6%,0.0%,-2%,-0.3%,-4%

# Other entries:
SMILES,Large T inhibition,HEK293 NOD2/NF-kB,KOR beta-arrestin-1,MgcRacGAP inhibition,KOR beta-arrestin-2,HIV peptide binding,NOD1 inhibition,GPR55 activation,GPR55 antagonists
Cc1cc(C)c2c(c1)cc(C)c1nnc(SCC(=O)N3CCCc4ccccc43)n12,8%,-1%,-9%,8%,0.8%,-0.9%,-16%,-0.1%,2%
O=C(COc1ccccc1Cl)N1CCN(c2ccc(F)cc2)CC1,0%,-1%,-2%,1%,-3.4%,0.1%,-12%,0.0%,15%
Cc1ccc(C(=O)OCC(=O)NCc2ccco2)s1,17%,9%,-39%,16%,3.4%,1.8%,-9%,-0.8%,0%
CC(CCc1ccccc1)NC(=O)COC(=O)c1cccs1 (configuration not stated),3%,22%,-15%[20 µM],9%,-3.8%,0.5%,-22%,-0.1%,4%
COCCCn1c(SCC(=O)n2c(C)c(C)c3ccccc32)nnc1-c1ccoc1C,10%,11%,8%,13%,-2.4%,3.2%,-4%,0.0%,13%
O=[N+]([O-])c1ccc(SCCc2ccccn2)cc1,21%,0%,32%,4%,-1.4%,-1.3%,-4%,0.3%,12%
CO/N=C(\Cn1ncc(N2CCCC2)c(Br)c1=O)c1ccc(Cl)cc1,22%,3%,-18%,3%,4.4%,-2.9%,-3%,0.2%,8%
COc1cc2nc(Cl)nc(NCCO)c2cc1OC,11%,-2%,22%,-12%,-1.5%,-0.9%,-1%,-0.3%,-17%
O=C(CN1CCNC(=O)C1)NCCc1ccc(Cl)cc1Cl,13%,19%,-2%,-30%,0.3%,-1.4%,-19%,-0.3%,6%
Cn1cc(CCC(=O)N2CCCC(N3CCN(c4ccccc4F)CC3)C2)cn1 (configuration not stated),7%,4%,-23%,10%,-3.7%,-1.7%,5%,-0.1%,7%
